SW480 rerep: induces DNA re-replication in SW480 colon adenocarcinoma cells; SW480 DNA re-replication, Hoechst DNA content imaging, 48 h; Potency, µM (highest dose often 46.1 µM), for the others: top-dose re-replication activation, hits mostly activators; hit rate 1.8% among 340,000; AID 624297; note: potency is the fitted concentration of half-maximal effect; % of control where 0% means no effect; nearly all actives have a fitted effect of over 55% in size
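Image-based DNA-content assay: after two days of treatment, nuclei were labelled with the DNA dye Hoechst and imaged, and hits were compounds raising the count of nuclei showing high fluorescence intensity.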
HT1080 IDH1KD tx: HT-1080 IDH1 knockdown cell toxicity (counter line); HT-1080 IDH1 knockdown viability, ATP luminescence, 48 h; Potency, µM (titrated, usually from 46.1 µM), inactives show at the top dose activity, negative = toxicity, usual class: cytotoxic; hit rate 2% among 360,000; AID 686971;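 note: potency is the fitted concentration of half-maximal effect; 0% = DMSO wells and -100% = cell-free medium wells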
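After a 2 h attachment period, IDH1KD HT-1080 cells took pin-transferred compound for 48 h at 37 °C; ATP-based luminescence after 10 min room-temperature reagent incubation reported viability.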
KB-3-1 cytotox: KB-3-1 parental cell cytotoxicity | KB-3-1 viability, CellTiter-Glo ATP luminescence, 72 h | Potency, µM (titrated, usually from 46.1 µM), without a hit: at the highest dose activity change, negative = cytotoxic, actives largely listed as cytotoxic | AID 1347075 | hit rate 1.4% among 400,000; note: potency is the fitted concentration of half-maximal effect; % is set by controls: 0 for no effect and ±100 for the full control effect; nearly all actives have a fitted effect of over 60% in size
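Viability of parental KB-3-1 cells, measured by CellTiter-Glo luminescence, followed a 72 h incubation at 37 °C with pinned compounds in phenol-red-free DMEM containing 10% FBS.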
D3 antag: blocks the human D3 dopamine receptor. max response, negative = inhibition, %. P35462. AID 652054. hit rate 2.5% among 360,000. D3R cells, DiscoveRx beta-arrestin luminescence, antagonist mode; stronger effect = lower value; in the data active = max response below about -50%; inconclusive = no clear call, values can overlap the other calls; note: % is set by controls: 0 for no effect and ±100 for the full control effect; mostly tested at two doses, the higher about 12 µM
Target sequence (P35462 whole entry, looked up): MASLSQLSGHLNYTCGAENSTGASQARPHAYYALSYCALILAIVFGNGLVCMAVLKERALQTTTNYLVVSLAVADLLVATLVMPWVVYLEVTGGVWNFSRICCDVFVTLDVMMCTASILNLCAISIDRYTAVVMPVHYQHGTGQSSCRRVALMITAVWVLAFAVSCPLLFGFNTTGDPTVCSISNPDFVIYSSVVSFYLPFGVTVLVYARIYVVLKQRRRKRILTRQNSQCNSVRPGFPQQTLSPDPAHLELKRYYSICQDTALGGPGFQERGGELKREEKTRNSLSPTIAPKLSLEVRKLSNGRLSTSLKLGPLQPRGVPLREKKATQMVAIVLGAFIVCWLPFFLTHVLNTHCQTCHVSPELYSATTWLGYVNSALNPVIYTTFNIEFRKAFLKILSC
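Cells expressing the human receptor were seeded at 1500 cells/well, incubated overnight at 37 degrees C in 5% CO2, then exposed to library compounds with dopamine controls for 90 minutes at 37 degrees C before luminescent detection.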
GLP-1R agonist: activates the human GLP-1 receptor | P43220 | HEK293 GLP-1R CRE-luciferase, luminescence, 4-6 h; cells express a hypersensitive GLP-1R form | Potency, µM (series often up to 45.6 µM), without a hit: at the top dose activation, most hits filed as activators | hit rate 0.007% among 380,000; note: potency is the fitted concentration of half-maximal effect; % of control where 0% means no effect
Target sequence (P43220 whole entry, looked up): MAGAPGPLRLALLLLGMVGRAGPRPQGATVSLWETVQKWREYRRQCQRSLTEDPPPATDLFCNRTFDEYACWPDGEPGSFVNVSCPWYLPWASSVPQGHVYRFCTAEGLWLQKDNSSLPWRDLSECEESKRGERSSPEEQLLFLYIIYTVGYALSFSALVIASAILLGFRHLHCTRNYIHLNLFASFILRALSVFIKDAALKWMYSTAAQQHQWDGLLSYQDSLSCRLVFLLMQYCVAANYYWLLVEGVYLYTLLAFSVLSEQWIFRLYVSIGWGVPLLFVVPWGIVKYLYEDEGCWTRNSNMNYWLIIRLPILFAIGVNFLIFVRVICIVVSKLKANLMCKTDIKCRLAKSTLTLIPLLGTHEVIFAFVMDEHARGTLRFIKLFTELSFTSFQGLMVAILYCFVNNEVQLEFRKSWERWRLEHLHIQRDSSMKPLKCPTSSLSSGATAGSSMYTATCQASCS
DRD3 agonist: activates the human D3 dopamine receptor | max activation, % | D3R DiscoveRx beta-arrestin cells, luminescence, 90 min | hit rate 0.58% among 410,000 | AID 652048; in the data active = max activation above about 30%; note: 0% is about no effect; mostly tested at two doses, the higher about 12 µM
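Agonist-mode cell screen: cells plated at 1500/well and incubated overnight at 37 °C, then exposed to library compounds for 90 min at 37 °C. Detection reagent was added for 30–60 min at room temperature, and luminescence was read.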
HT1080-NT tox: kills 2HG-producing HT-1080-NT fibrosarcoma cells; HT-1080-NT fibrosarcoma viability, CellTiter-Glo ATP luminescence, 48 h; Potency, µM (titrated, usually from 46.1 µM), without a hit: at the top dose activity, negative = less viability, usual class: cytotoxic; hit rate 1.6% among 360,000;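 note: NT is the 2HG producing partner of a matched IDH1 knockdown line; potency is the fitted concentration of half-maximal effect; 0% = DMSO-treated cells and -100% = media-only wells without cells; nearly all actives have a fitted effect of over 55% in size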
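Compounds were tested in concentration-response format on HT-1080-NT cells for 48 hours at 37 degrees C. Cell viability came from CellTiter-Glo luminescence; curves were classified by r2, response magnitude and activity.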
KB-V1 cytotox: kills drug-selected multidrug resistant KB-V1 cells; KB-V1 MDR cells viability, CellTiter-Glo, 72 h; Potency, µM (series often up to 46.1 µM), for inactives: at the highest dose activity change, negative = cytotoxicity, actives largely listed as cytotoxic; hit rate 3.4% among 400,000; AID 1347076; note: potency is the fitted concentration of half-maximal effect; % is set by controls: 0 for no effect and ±100 for the full control effect; nearly all actives have a fitted effect of over 60% in size
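KB-V1 cells (P-gp-expressing MDR subline of KB-3-1) in phenol-red-free DMEM with 10% FBS were exposed to library compounds over a concentration series for 72 h at 37 degrees C. Viability read by CellTiter-Glo luminescence; concentration-effect curves fitted after normalization.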
IL1B secr inh: blocks inflammasome-driven IL-1 beta release; THP-1 LPS/ATP IL-1B secretion, AlphaLISA, 16 h; stronger effect = lower value; activity change, % at 57.5 µM; hit rate 4.7% among 360,000; in the data active = activity change below about -50%; inconclusive = mostly about -30% to -49%; note: % is set by controls: 0 for no effect and ±100 for the full control effect
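Secreted IL-1B measured by AlphaLISA bead assay after 16 h compound exposure of THP-1 cells; compounds (final up to 57.5 uM) added 1 h before LPS (250 ng/mL) and ATP (1.25 mM) stimulation; lower signal means less secretion.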
The depositor's hits bear a star; ? = inconclusive; · = not tested or not shown; & = joins results of further samples; ! = a repeat was not active; [ ] = remark or other dose. Unless noted, calls come from the whole dose curve; as a rule, active = well fitted curve in the direction sought with a large enough effect; inconclusive = small, poorly fitted or top-dose-only effect, or another doubt; inactive = no such curve, though single readings can be large; an effect the other way counts as inactive or inconclusive.

The first 8 compounds, to show the layout:
Values run as follows: SW480 rerep	HT1080 IDH1KD tx	KB-3-1 cytotox	D3 antag	GLP-1R agonist	DRD3 agonist	HT1080-NT tox	KB-V1 cytotox	IL1B secr inh
CC(=O)c1ccc(N2CCN(C(=O)c3nn(Cc4ccccc4)c(=O)c4ccccc34)CC2)cc1
 : -46%[inhibitor][1.84 µM]	-9%	1%	0	8%	14	-26%	?	18
Cc1cccc(NCCC(=O)c2ccc(Br)cc2)c1
 : ?	?	10%	-13	0%	-1	?	0%	0
Cc1c(Cl)cnc(NC(=O)CSc2nnnn2C)c1Cl
 : 7%	0%	2%	14	7%	0	8%	4%	13
CC1CCCC(C)N1C(=O)CSc1nnc(COc2ccccc2)n1-c1ccccc1 (stereo not drawn)
 : 9%	-1%	21%	32	-3%	6	-19%	?	-22
COC(=O)C1=CN(C)C=C(C(=O)OC)C1c1ccc(O)c(OC)c1
 : -10%	-4%	1%	-17	4%	3	8%	0%	0
Cc1noc(C)c1S(=O)(=O)Nc1ccccc1OC(F)(F)F
 : 10%	-1%	-1%	9	-8%	-1	-3%	17%	31
O=C(COC(=O)c1ccc2[nH]c3c(c2c1)CCCC3)Nc1ccccc1
 : ?	23µM*	18%	-12	18%	6	?	?	0
COc1ccc(-n2nc3c(c2NC(=O)c2c(F)cccc2Cl)CS(=O)C3)cc1 (stereo not drawn)
 : -3%	3%	5%	12	-1%	2	18%	1%	31

The listing, repeating the preview:
Values run as follows: SW480 rerep	HT1080 IDH1KD tx	KB-3-1 cytotox	D3 antag	GLP-1R agonist	DRD3 agonist	HT1080-NT tox	KB-V1 cytotox	IL1B secr inh
CC(=O)c1ccc(N2CCN(C(=O)c3nn(Cc4ccccc4)c(=O)c4ccccc34)CC2)cc1
 : -46%[inhibitor][1.84 µM]	-9%	1%	0	8%	14	-26%	?	18
Cc1cccc(NCCC(=O)c2ccc(Br)cc2)c1
 : ?	?	10%	-13	0%	-1	?	0%	0
Cc1c(Cl)cnc(NC(=O)CSc2nnnn2C)c1Cl
 : 7%	0%	2%	14	7%	0	8%	4%	13
CC1CCCC(C)N1C(=O)CSc1nnc(COc2ccccc2)n1-c1ccccc1 (stereo not drawn)
 : 9%	-1%	21%	32	-3%	6	-19%	?	-22
COC(=O)C1=CN(C)C=C(C(=O)OC)C1c1ccc(O)c(OC)c1
 : -10%	-4%	1%	-17	4%	3	8%	0%	0
Cc1noc(C)c1S(=O)(=O)Nc1ccccc1OC(F)(F)F
 : 10%	-1%	-1%	9	-8%	-1	-3%	17%	31
O=C(COC(=O)c1ccc2[nH]c3c(c2c1)CCCC3)Nc1ccccc1
 : ?	23µM*	18%	-12	18%	6	?	?	0
COc1ccc(-n2nc3c(c2NC(=O)c2c(F)cccc2Cl)CS(=O)C3)cc1 (stereo not drawn)
 : -3%	3%	5%	12	-1%	2	18%	1%	31
Cn1c(SCc2nc3ccccc3[nH]2)nnc1-c1ccccn1
 : 1%	5%	-5%	1	-1%	5	9%	0%	16
COc1ccc(N/C=C2/CCCCC2=O)cc1
 : 1%	-1%	2%	19	-6%	2	2%	13%	-7
COc1cc(OC)c(OC)cc1CN1CCN(S(=O)(=O)c2ccc(NC(C)=O)cc2)CC1
 : 3%	-19%	13%	12	8%	2	-14%	13%	4
CC(C)c1ccccc1NC(=O)COC(=O)/C=C/c1cccc([N+](=O)[O-])c1
 : -3%	1%	5%	0	-5%	-1	3%	16%	7
Cc1ccc(OCC(=O)Nn2cnc3ccccc32)cc1
 : ?	-18%	-3%	2	0%	1	-3%	-16%	9
Cc1ccccc1N1C(=O)C(Oc2ccc(Cl)cc2)C1CNC(C)(C)C (stereo not drawn)
 : ?	-10%	-14%	1	8%	-1	-12%	5.8µM*	-55*
COc1ccc(-c2cc(C(=O)N3CCN(c4ccccc4)CC3)no2)cc1
 : -6%	?	?	15	1%	27&4	-20%	21µM*!	-53*
CSc1ccc(CN(C)C(=O)COc2ccc(C(=O)c3ccccc3)cc2)cc1
 : ?	12µM*	21µM*	-6	?	15	?	9.2µM*	23
CC(=O)Nc1ccc2c3c(cccc13)CC2
 : -5%	-5%	-4%	-16	3%	-6	-5%	1%	0
CCn1c(C(C)NS(=O)(=O)c2ccc(Cl)cc2)n[nH]c1=S (stereo not drawn)
 : -3%	16%	12%	3	-5%	7	11%	4%	15
O=c1[nH]cnc2cc(Cl)ccc12
 : -5%	4%	7%	-11	-5%	5	1%	19%	26
CN(C)S(=O)(=O)Nc1ccc(NS(=O)(=O)N(C)C)c(S(=O)(=O)c2ccccc2)c1
 : 6%	3%	-27%	7	4%	5	-1%	0%	-25
CCOc1ccc(NC(=O)CN(C)C(=O)C2CC(=O)N(CCc3ccccc3)C2)cc1OCC (stereo not drawn)
 : -6%	-8%	1%	4	3%	6	5%	1%	-6
CC(Sc1ccccc1)C(=O)Nc1ccc(N2CCOCC2)cc1 (stereo not drawn)
 : 0%	20%	3%	-23	1%	1	8%	-8%	-22
C=C1CC2(OC1=O)c1ccccc1CCc1ccccc12
 : 4.1µM*	5.8µM*	?	-25	-17%	-22	?	-26%	-102*
Cc1cc(NC(=O)CSc2nnc(-c3ccncc3)n2C)n(-c2ccccc2)n1
 : -8%	9%	6%	4	0%	2	18%	?	7
O=c1c(Cc2ccccc2O)c(O)nc2n1CCCS2
 : -5%	3%	-3%	81	-4%	7	-1%	0%	15
Cn1nc(C(=O)NC2CCCCCC2)ccc1=O
 : 1%	-1%	12%	2	2%	-3	-1%	15%	25
CCOC(=O)C1=C(N)N2C(=O)C(C)SC2=C(C(=O)OCC)C1c1ccc(O)cc1 (stereo not drawn)
 : 0%	-7%	-10%	-14	5%	4	3%	-10%	34
O=C(NN=C1CCCCCCCCCCC1)c1ccccc1F
 : 11%	-9%	-4%	-7	4%	-5	-4%	-3%	15
CCC1CCCCN1CCCNC(=O)C1CCN(c2nnc(-n3cccc3)s2)CC1 (stereo not drawn)
 : 0%	8%	2%	-16	0%	-5	1%	0%	-4
Cc1ccc(C)c(OCc2cc(C(=O)NC(c3ccccn3)C(F)(F)F)no2)c1 (stereo not drawn)
 : 18%	-11%	·	4	0%	15	-2%	·	?
COC(=O)C[C@@H]1CC[C@H](NC(=O)Nc2ccc(F)cc2)[C@@H](CO)O1
 : ·	14%	10%	3	·	0	15%	4%	7
C=C(C)COc1ccc(-c2[nH]ncc2Oc2ccccc2OC)c(O)c1
 : 16%	-4%[9.24 µM]	-8%	?	0%	-2	?	-9%	-62*
O=C(c1cnn(-c2ccc(F)cc2)c1-n1cccc1)N1CCN(c2ccc(F)cc2)CC1
 : ·	·	?	·	2%	5	·	23µM*	·
Cc1ccc(-c2noc(CCC(=O)N3CCCC3)n2)cc1
 : -5%	1%[9.24 µM]	0%	15	3%	12	2%	-22%	34
CCOC(=O)c1cnc(SC)nc1Sc1ccccc1
 : -7%	16%	3%	16	0%	0	17%	-4%	26
COc1ccc(OCCC(=O)OCC(=O)NC2CCCCC2)cc1
 : -9%	-7%	8%	1	-3%	5	-3%	15%	-12
O=C(c1ccc(Cl)c(Cl)c1)N1CCN(c2ccccn2)CC1
 : -86%[inhibitor]	-1%	-5%	-11	-2%	1	1%	-21%	-21
C=CCc1cccc2cc(C(=O)N3CCN(C(=O)c4ccccc4)CC3)c(=O)oc12
 : 4%	4%	2%	10	5%	-6	-14%	-23%	-7
Cc1cc(N2CCN(c3cccc(C(F)(F)F)c3)CC2)n2ncnc2n1
 : -3%	8%	?	0	-1%	2	3%	0%	-12
COc1ccc(S(=O)(=O)N2CCCC(C(=O)NC3CC3)C2)cc1Cl (stereo not drawn)
 : -15%	3%	6%	17	19%	-1	7%	0%	1
O=C(CSc1n[nH]c(-c2ccccc2)n1)NC1CCCCC1
 : -5%	0%	-14%	-13	0%	-6	26%	2%	-10
Cc1ccc(NC(=O)c2c(-c3c(F)cccc3Cl)noc2C)cc1F
 : 0%	-11%	-1%	50	4%	2	-15%	-6%	-27
CC(=O)NC1(C(=O)O)CCCC1
 : -10%	16%	-1%	-3	-2%	-6	?	1%	3
FC(F)(F)c1ccc(CN2CCCCCC2)cc1
 : -5%	26%	15%	-13	3%	-11	7%	1%	11
O=C(NCCCn1ccnc1)c1ccc(Cl)c(Cl)c1
 : -14%	-1%	5%	-11	-9%	1	5%	0%	24
O=C(Cc1cccs1)NCCc1ccc(Cl)cc1
 : -7%	-2%	6%	-1	-1%	-11	-1%	16%	-17
Cc1ccc(NC(=O)N2CCCC2C(=O)Nc2nnc(C(C)C)s2)cc1 (stereo not drawn)
 : 11%	2%	?	-11	6%	-7	12%	-1%	1

Bioassay records: PubChem, National Center for Advancing Translational Sciences (NCATS)
